Assay outcomes (PubChem)
Her2 expr inh: inhibitors of Her2 protein expression, primary screen, SKBR-3 cells, AlphaScreen, 66K library; SKBR-3 HER2 protein level, 18-24 h; active compounds read low; HER2 level % of control, % at 10 µM; hit rate 0.69% among 65,000; AID 645, 2007;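 active = HER2 level under 5% of the carrier-only control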;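 note: 100% = DMSO carrier and 0% = 500 nM PU-H71 HSP90 inhibitor; lower value means stronger loss of Her2 protein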
TNAP act DEA: human TNAP enzyme activators, primary screen, biochemical, luminescent, intermediate phosphate acceptor level; purified TNAP, CDP-star luminescence, 100 mM DEA, 30 min; active compounds read high; scale: 0 levamisole-inhibited, 1 vehicle-only enzyme; activation factor at 20 µM; 64,000 tested, under 10 active; AID 813, 2007;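 active = activation factor of at least 2 at 20 µM, relative to controls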
Target sequence (P05186 whole entry, looked up): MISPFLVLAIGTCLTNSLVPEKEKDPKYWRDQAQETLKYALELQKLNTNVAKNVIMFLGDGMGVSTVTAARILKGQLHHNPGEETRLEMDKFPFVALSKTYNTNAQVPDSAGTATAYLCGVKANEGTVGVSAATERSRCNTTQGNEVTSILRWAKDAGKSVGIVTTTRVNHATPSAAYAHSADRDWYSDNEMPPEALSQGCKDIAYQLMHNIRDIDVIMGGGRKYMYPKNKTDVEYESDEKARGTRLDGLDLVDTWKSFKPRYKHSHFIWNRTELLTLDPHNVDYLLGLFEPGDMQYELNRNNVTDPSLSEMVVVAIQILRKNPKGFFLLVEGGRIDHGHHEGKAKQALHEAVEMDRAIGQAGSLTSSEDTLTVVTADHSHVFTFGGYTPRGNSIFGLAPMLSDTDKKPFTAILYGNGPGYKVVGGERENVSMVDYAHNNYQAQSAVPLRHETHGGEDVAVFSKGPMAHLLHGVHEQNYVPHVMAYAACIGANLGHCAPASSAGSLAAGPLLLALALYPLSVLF
SF1 activator: activators of human SF-1, primary screen, cell-based, CHO-K1, Gal4-SF-1 LBD, luciferase luminescence; Steroidogenic factor 1 (Homo sapiens), Q13285; CHO-K1 Gal4-SF-1 LBD luciferase reporter; % increase over DMSO SF-1-specific signal; activation, % at 10 µM; hit rate 1.9% among 65,000;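 active = activation above the mean activation of all tested compounds plus 3 SD, cut at about 50% in these data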
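Assay system: CHO-K1 cells co-transfected with Gal4 DBD–human SF-1 LBD, 5xGal4 luciferase reporter; doses: 10 µM only; incubation: 20 h compound exposure at 37 °C after 1 h cell settling; signal: luciferase light emission; evaluation: percent activation versus DMSO; repeats: one test per compound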
Hsp90 block: tumor Hsp90 inhibitors, primary screen, cell lysate, fluorescence polarization, NCI-N417 lysate. Heat shock protein HSP 90-alpha (Homo sapiens), P07900. Cy3B-geldanamycin FP displacement. inhibition, % at 30 µM. hit rate 0.35% among 64,000. AID 429, 2006;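 active = inhibition above 50%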;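 note: 0% = tracer plus lysate wells and 100% = tracer alone without lysate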
D1 allo mod: D1 CRE-luciferase signal change, two-sided – cell-based, HEK293 D1, dopamine EC30, D1 allosteric modulator project, primary screen. dopamine EC30 potentiation; actives deviate in either direction. D(1A) dopamine receptor (Homo sapiens), P21728. B-score at 10 µM. AID 641, 2007. hit rate 5.9% among 58,000;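 active = luminescence count or its row- and column-corrected plate score outside the 99.7% band of the plate's sample wells, on either side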
RORA act: activators of orphan receptor RORA, primary screen, cell-based, luminescence; Nuclear receptor ROR-alpha (Homo sapiens), P35398; CHO-K1 Gal4-RORA LBD luciferase reporter; percent increase over mock-subtracted basal signal; activation, % at 10 µM; hit rate 1.5% among 65,000;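 active = activation above the mean of all tested compounds plus 3 SD, cut at about 49% in these data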;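 note: 0% = DMSO-treated RORA cells and 100% = added signal equal to DMSO minus mock-transfected cells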
Target sequence (P35398 whole entry, looked up, the tested form may be a part): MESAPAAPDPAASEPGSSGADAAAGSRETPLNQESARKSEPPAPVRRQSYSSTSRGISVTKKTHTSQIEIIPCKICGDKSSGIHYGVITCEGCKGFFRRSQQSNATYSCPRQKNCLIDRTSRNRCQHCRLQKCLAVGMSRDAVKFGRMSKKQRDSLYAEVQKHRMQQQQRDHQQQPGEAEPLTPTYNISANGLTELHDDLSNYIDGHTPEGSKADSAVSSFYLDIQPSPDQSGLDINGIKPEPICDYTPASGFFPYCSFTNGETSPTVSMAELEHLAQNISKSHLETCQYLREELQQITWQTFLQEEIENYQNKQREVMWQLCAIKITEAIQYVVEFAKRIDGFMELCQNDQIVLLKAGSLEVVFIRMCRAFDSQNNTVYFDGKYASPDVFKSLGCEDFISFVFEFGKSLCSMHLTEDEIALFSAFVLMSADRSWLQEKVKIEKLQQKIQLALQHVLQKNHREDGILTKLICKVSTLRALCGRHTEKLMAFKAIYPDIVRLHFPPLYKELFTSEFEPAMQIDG
FXIIa mix inh: human factor XIIa inhibitors, primary screen, biochemical, pooled compound mixtures, fluorogenic substrate | purified FXIIa | inhibition, % at 5 µM | hit rate 0.2% among 62,000 | AID 684, 2007; in the data active = inhibition above about 20%, passing the limit was not always enough;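 note: 0% = enzyme without compound and 100% = no enzyme blank; some results filed as inactive read as strong as hits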
MKP-1 inh: MKP-1 phosphatase inhibitors, primary screen, biochemical, in vitro; hit rate 0.15% among 65,000; AID 374, 2006; recombinant MKP-1, OMFP hydrolysis fluorescence; inhibition, %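 (compounds tested at a single concentration somewhere between 10 and 100 µM)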;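 active = inhibition above about 50%, limit read from the data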;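 note: 0% = DMSO max control wells and 100% = wells with enzyme stopped by NaOH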
Cdc25B inh: inhibitors of Cdc25B phosphatase catalytic domain, primary screen, biochemical, OMFP fluorescence; M-phase inducer phosphatase 2 (Homo sapiens), P30305; hit rate 0.1% among 65,000; recombinant Cdc25B, OMFP fluorescence Ex485/Em525; inhibition, %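 (compounds tested at 10 µM final in the well)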; in the data active = inhibition above about 50%
* hit, by the source's call; & = joins results of further samples.

Sample of the layout (three entries):
Screening Cc1ccc2c(c1)CN1CN2Cc2cc(C)ccc21 returned Her2 expr inh 111, TNAP act DEA 1, SF1 activator -12, Hsp90 block -3, D1 allo mod -5.2, RORA act -24, FXIIa mix inh -1, MKP-1 inh 15 and Cdc25B inh -7.
`COc1ccc(OCCC(=O)N2CCCCC2)cc1` gave Her2 expr inh 130, TNAP act DEA 0.9, SF1 activator 31, Hsp90 block 0, D1 allo mod -0.052, RORA act 17, FXIIa mix inh -2, MKP-1 inh 7 and Cdc25B inh -8.
`COc1ccc(-c2cc(C(F)(F)F)n3ncc(C(=O)O)c3n2)cc1OC` gave Her2 expr inh 77, TNAP act DEA 0.9, SF1 activator 0, Hsp90 block -4, RORA act -28, FXIIa mix inh -2, MKP-1 inh 4 and Cdc25B inh -16.

Main list (from the top)
Screening Cc1ccc2c(c1)CN1CN2Cc2cc(C)ccc21 returned Her2 expr inh 111, TNAP act DEA 1, SF1 activator -12, Hsp90 block -3, D1 allo mod -5.2, RORA act -24, FXIIa mix inh -1, MKP-1 inh 15 and Cdc25B inh -7.
`COc1ccc(OCCC(=O)N2CCCCC2)cc1` gave Her2 expr inh 130, TNAP act DEA 0.9, SF1 activator 31, Hsp90 block 0, D1 allo mod -0.052, RORA act 17, FXIIa mix inh -2, MKP-1 inh 7 and Cdc25B inh -8.
`COc1ccc(-c2cc(C(F)(F)F)n3ncc(C(=O)O)c3n2)cc1OC` gave Her2 expr inh 77, TNAP act DEA 0.9, SF1 activator 0, Hsp90 block -4, RORA act -28, FXIIa mix inh -2, MKP-1 inh 4 and Cdc25B inh -16.
For CCOC(=O)c1[nH]c2ccc(OCC)cc2c1NC(=O)CN1CCN(c2ccccn2)CC1 the results were Her2 expr inh 81, TNAP act DEA 0.9, SF1 activator 1, Hsp90 block -1, D1 allo mod 1.2, RORA act 9, FXIIa mix inh -15, MKP-1 inh 3 and Cdc25B inh -1.
For CCOc1ccc2nc(NCCNC(=O)C(C)C)c(C)cc2c1 the results were Her2 expr inh 114, TNAP act DEA 0.9, SF1 activator 8, Hsp90 block -4, D1 allo mod -0.97, RORA act 11, FXIIa mix inh 3, MKP-1 inh -6 and Cdc25B inh -14.
Screening O=C(Nc1nnc(-c2ccc(Cl)s2)o1)C1CCCCC1 returned Her2 expr inh 88, TNAP act DEA 0.9, SF1 activator 14, Hsp90 block -3, D1 allo mod 0.68, RORA act -6, FXIIa mix inh 2, MKP-1 inh -4 and Cdc25B inh -9.
O=C(CSc1nnc(CNC(=O)c2ccco2)o1)c1ccc(Cl)cc1 was read as Her2 expr inh 67, TNAP act DEA 1, SF1 activator -7, Hsp90 block -4, D1 allo mod 0.39, RORA act 0, FXIIa mix inh 8, MKP-1 inh -7 and Cdc25B inh -6.
Screening CCCc1cc(=O)[nH]c(/N=C(\N)Nc2ccccc2)n1 returned TNAP act DEA 1.1, SF1 activator -17, Hsp90 block -2, D1 allo mod -0.6, RORA act -17, FXIIa mix inh 3, MKP-1 inh -1 and Cdc25B inh -4.
Screening COc1ccc(CNC(=O)CCc2c(C)nc3ncnn3c2C)cc1 returned Her2 expr inh 78, TNAP act DEA 0.9, SF1 activator -5, Hsp90 block -2, D1 allo mod 0.034, RORA act 2, FXIIa mix inh 8, MKP-1 inh -2 and Cdc25B inh -1.
`CN1CCN(C(=O)c2cnn(-c3ccccc3)c2NC(=O)c2ccccc2F)CC1` gave Her2 expr inh 85, TNAP act DEA 1, SF1 activator 9, Hsp90 block 3, D1 allo mod -0.64, RORA act -18, FXIIa mix inh -6, MKP-1 inh -1 and Cdc25B inh 3.

Filtered by structure: those above with sulfur.
Screening O=C(Nc1nnc(-c2ccc(Cl)s2)o1)C1CCCCC1 returned Her2 expr inh 88, TNAP act DEA 0.9, SF1 activator 14, Hsp90 block -3, D1 allo mod 0.68, RORA act -6, FXIIa mix inh 2, MKP-1 inh -4 and Cdc25B inh -9.
O=C(CSc1nnc(CNC(=O)c2ccco2)o1)c1ccc(Cl)cc1 was read as Her2 expr inh 67, TNAP act DEA 1, SF1 activator -7, Hsp90 block -4, D1 allo mod 0.39, RORA act 0, FXIIa mix inh 8, MKP-1 inh -7 and Cdc25B inh -6.

Further results follow.
`CCc1noc(C)c1C(=O)Nc1ncc(C)s1` gave Her2 expr inh 89, TNAP act DEA 1, SF1 activator 6, Hsp90 block -2, D1 allo mod 0.57, RORA act 0, FXIIa mix inh 5, MKP-1 inh 4 and Cdc25B inh -5.
Screening COc1ccccc1N1CCN(S(=O)(=O)c2cnc[nH]2)CC1 returned Her2 expr inh 101, TNAP act DEA 0.9, SF1 activator -9, Hsp90 block 0, D1 allo mod 0.48, RORA act -8, FXIIa mix inh 10, MKP-1 inh 7 and Cdc25B inh -2.
`Cc1ccc(-c2ccc(=O)n(CCC(=O)NCc3ccccn3)n2)cc1` gave Her2 expr inh 80, TNAP act DEA 0.9, SF1 activator -4, Hsp90 block 0, D1 allo mod 0.81, RORA act -6, FXIIa mix inh 5, MKP-1 inh -1 and Cdc25B inh 24.
`COc1cc(NC(=O)C2CCN(S(=O)(=O)c3cccnc3)CC2)cc(OC)c1OC` gave Her2 expr inh 110, TNAP act DEA 1, SF1 activator 7, Hsp90 block 5, D1 allo mod -0.3, RORA act 2, FXIIa mix inh -2, MKP-1 inh 19 and Cdc25B inh -1.
Screening CC(=O)Nc1cnc(NC(=O)c2cccc(F)c2)cc1C returned Her2 expr inh 111, TNAP act DEA 1, SF1 activator 76*, Hsp90 block 1, RORA act 22, FXIIa mix inh -23, MKP-1 inh -15 and Cdc25B inh 3.
For COc1cccc(C(=O)CSc2nnc(CNc3nc(-c4ccccc4)cs3)n2C)c1 the results were Her2 expr inh 86, TNAP act DEA 0.9, SF1 activator 16, Hsp90 block -3, RORA act -18, FXIIa mix inh 0, MKP-1 inh 30 and Cdc25B inh 0.
Screening COc1cccc(C2CC(c3c(F)cccc3Cl)n3nc(N)nc3N2)c1 (configuration not stated) returned Her2 expr inh 103, SF1 activator 4, Hsp90 block -3, D1 allo mod 1, RORA act -4, MKP-1 inh 7 and Cdc25B inh -13.
Screening CCN(CC)c1ccc(NC(=O)c2c(OC)cccc2OC)c(C)c1 returned Her2 expr inh 93, TNAP act DEA 1, SF1 activator -6, Hsp90 block -4, D1 allo mod -0.46, RORA act -8, FXIIa mix inh 10, MKP-1 inh 25 and Cdc25B inh -3.
O=C(CSc1nnc(Cc2ccccc2)o1)N1CCc2ccccc21 was read as Her2 expr inh 78, TNAP act DEA 0.9, SF1 activator -15, Hsp90 block -2, D1 allo mod -1.5, RORA act -7, FXIIa mix inh -13, MKP-1 inh 7 and Cdc25B inh -11.
Screening CC(C)(C)NCC(O)c1cc(O)cc(O)c1 (configuration not stated) returned Her2 expr inh 104, TNAP act DEA 0.9, SF1 activator -4, Hsp90 block -1&2, D1 allo mod 8.1*, RORA act -7, FXIIa mix inh 5, MKP-1 inh -7 and Cdc25B inh -22.
`CC1CCN(CCCNC(=O)c2cc3c(=O)n(C)c4ccccc4c3n2C)CC1` gave Her2 expr inh 98, TNAP act DEA 1, SF1 activator -3, Hsp90 block 3, D1 allo mod 0.86, RORA act 23, FXIIa mix inh 5, MKP-1 inh -13 and Cdc25B inh -17.
For O=C(O)CCC(=O)N1CCN(c2ccc(C(=O)c3ccc(F)cc3)cc2)CC1 the results were Her2 expr inh 97, TNAP act DEA 0.9, SF1 activator -11, Hsp90 block -5, D1 allo mod 0.038, RORA act 15, FXIIa mix inh 0, MKP-1 inh 3 and Cdc25B inh 1.
`CCOC(=O)c1ccc(NC(=O)CSCc2ccco2)cc1` gave Her2 expr inh 98, TNAP act DEA 0.9, SF1 activator 5, Hsp90 block -3, D1 allo mod -0.74, RORA act 4, FXIIa mix inh 0, MKP-1 inh 6 and Cdc25B inh -6.
`O=C(CSc1nnc(-c2ccccn2)n1Cc1ccco1)c1ccc(Cl)cc1` gave Her2 expr inh 115, TNAP act DEA 0.9, SF1 activator -2, D1 allo mod -0.19, RORA act -1, FXIIa mix inh 10, MKP-1 inh 15 and Cdc25B inh 2.
For CCN(CC)S(=O)(=O)c1cccc(-c2nnc(SCC(=O)c3ccc(Cl)s3)n2C)c1 the results were Her2 expr inh 115, TNAP act DEA 0.9, SF1 activator -9, Hsp90 block -9, D1 allo mod 1.6, RORA act 21, FXIIa mix inh 3, MKP-1 inh 14 and Cdc25B inh -9.
`COc1ccc(OC)c(S(=O)(=O)NCC2CCCO2)c1` (configuration not stated) gave Her2 expr inh 129, TNAP act DEA 1, SF1 activator -2, Hsp90 block 0, D1 allo mod 0.2, RORA act 22, FXIIa mix inh -1, MKP-1 inh -10 and Cdc25B inh -7.
`CCP(=O)(CC)c1cccc(N)c1` gave Her2 expr inh 154, TNAP act DEA 0.9, SF1 activator -7, Hsp90 block 1, D1 allo mod -0.3, RORA act -19, FXIIa mix inh 10, MKP-1 inh 3 and Cdc25B inh 9.
`CCOC(=O)c1c(N=CN(C)C)c(C#N)n2c1CCC2` gave Her2 expr inh 102, TNAP act DEA 1, SF1 activator 2, Hsp90 block -5, D1 allo mod -0.18, RORA act 2, FXIIa mix inh 2, MKP-1 inh 12 and Cdc25B inh -10.
Cc1onc(-c2c(F)cccc2Cl)c1C(=O)OCC(=O)NCc1ccco1 was read as Her2 expr inh 99, TNAP act DEA 0.9, SF1 activator -19, Hsp90 block -4, D1 allo mod 0.11, RORA act -13, FXIIa mix inh 0, MKP-1 inh 8 and Cdc25B inh 2.
COC(=O)c1c(NC(=O)CC2NCCNC2=O)sc2c1CCCC2 (configuration not stated) was read as Her2 expr inh 88, TNAP act DEA 1, SF1 activator -7, Hsp90 block -10, D1 allo mod 0.072, RORA act -16, FXIIa mix inh -35, MKP-1 inh 28 and Cdc25B inh 4.
O=C(CC1Oc2ccccc2NC1=O)NC1CCCC1 (configuration not stated) was read as Her2 expr inh 106, TNAP act DEA 0.9, SF1 activator -3, Hsp90 block 0, D1 allo mod 0.54, RORA act 20, FXIIa mix inh 1, MKP-1 inh -2 and Cdc25B inh -5.
`CN(C)c1ccc(-c2nc3n(n2)C(c2cccnc2)C2=C(CC(C)(C)CC2=O)N3)cc1` (configuration not stated) gave Her2 expr inh 94, TNAP act DEA 0.9, SF1 activator 11, Hsp90 block 1, D1 allo mod -0.36, RORA act -14, FXIIa mix inh -17, MKP-1 inh 28 and Cdc25B inh 13.
`Cc1c(C)c2c(C)[nH]nc2oc1=O` gave Her2 expr inh 111, TNAP act DEA 0.9, SF1 activator 16, Hsp90 block -4, RORA act -5, FXIIa mix inh 1, MKP-1 inh -12 and Cdc25B inh -14.
CCc1c(C)nc2ncnn2c1N1CCCC(C(=O)NCCc2ccc(OC)cc2)C1 (configuration not stated) was read as Her2 expr inh 121, TNAP act DEA 0.9, SF1 activator 1, Hsp90 block -2, D1 allo mod 1.1, RORA act 7, FXIIa mix inh 6, MKP-1 inh 2 and Cdc25B inh -19.
